MT stabilizer: stabilizes microtubules in HeLa cells; HeLa tubulin immunostaining HCS, 24 h; share of cells brighter than vehicle mean+2SD; % tubulin-high responders, % at 10 µM; actives 0.83% (n = 200,000);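 active = plate Z-score above 3 for both tubulin-high and condensed-nucleus cell shares, with cell loss under 80%, at 10 µM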;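 note: anti alpha tubulin signal scored within the nucleus-defined area of each cell; some results filed as inactive read as strong as hits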
Dynein cargo inh: blocks dynein driven cargo transport along microtubules | 3617.4 mouse cells, GR-EGFP nuclear translocation imaging; test concentration mostly 20 µM; stimulated with dexamethasone, 1 µM; hits give low values | z-score, hits read low | actives 0.47% (n = 220,000) | AID 1381;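 active = plate z-score of nuclear minus cytoplasmic receptor signal below a set negative limit, without overly bright fluorescence or cell loss, cut at about -3.5 in these data, passing the limit was not always enough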;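 note: z-score of nuclear minus cytoplasmic ring GR-EGFP intensity difference per well; some compounds called inactive have numbers as strong as hits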
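Buffer or medium – tet-free medium with charcoal-stripped serum · Signal – automated 10x imaging of fixed Hoechst-stained cells · Also added – dexamethasone agonist, 1.0 µM final, for 30 min · Incubation – induction 48 h, compound 1 h, agonist 30 min · Read-out – GR-EGFP nuclear translocation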
Yfh1-depleted yeast: mitochondrial function rescue without frataxin homolog – Friedreich's ataxia, plus single-dose screen, dose response (AID 1465). S. cerevisiae Yfh1-off respiration, WST-1 reduction, 72 h; higher fold induction means a stronger effect. fold induction at 50 µM; hits with a dose series show EC50 in µM. actives 0.074% (n = 220,000);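 active = fold induction of absorbance versus untreated yeast above a set limit, then at least 30% activation at any dose in follow-up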;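 note: activators that raise dye reduction in frataxin-depleted yeast; strong numbers were not always called active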
bCat nuc transl: modulators of beta-catenin nuclear translocation; AID 1665; HeLa beta-catenin nuclear translocation, immunofluorescence imaging; nuclear translocation activity, % at 5 µM; actives 0.3% (n = 190,000);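 active = nuclear translocation activity above 50% at 5 µM, with a well cell count of 50 or more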;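 note: per-cell ratio of nuclear to cytoplasmic median beta-catenin stain intensity; plate controls were DMSO negative control for no effect and GSK-3 inhibitor IX positive control for full effect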
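Read-out: Nuclear/cytoplasmic beta-catenin signal ratio, % activation | Assay system: Human HeLa cell line | Times: 24 h compound exposure at 37°C, 5% CO2 | Signal: Fluorescence imaging of beta-catenin antibody stain plus DAPI | Dosing: 5 µM primary, 0.02–20 µM confirmation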
Autophagy mod: modulators of autophagy; actives 0.98% (n = 190,000); MEF GFP-LC3 puncta imaging; test concentration mostly 10 µM; calls only at 10 µM (by protocol);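 active = percentage of spot-positive cells more than 3 SD above its plate mean, without a fluorescence outlier flag or 80% toxicity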;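 note: spot-positive cell cutoff set from DMSO-treated cells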
WT yeast gro inh: growth inhibition of WT yeast, mitochondrial fusion screen; mitochondrial fusion phenotypic screen, WT strain; inhibition, % at 10 µM; actives 2.1% (n = 190,000); AID 1362; in the data active = inhibition above about 58%; tested in S. cerevisiae
T cell modulator: T cell immune modulation candidate. calls only at 7 µM. actives 0.068% (n = 330,000). AID 2052. 2C CD8+ T cell-vesicle binding, flow cytometry; hits give low values;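 active = response, share of CD8 T cells binding vesicles, and their 90th percentile fluorescence all below set limits, cut at about 80% in these data, passing the limit was not always enough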
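material = purified 2C TCR transgenic mouse naive CD8+ T cells | controls = Unloaded micro-vesicles (low), QL9 vesicles with 0.7% DMSO (high) | detection = cytometric PE anti-B7-1 and Alexa647 anti-CD8 signals after 1% paraformaldehyde fixation | incubation = binding step 1.5 h, 37 °C, antibody labelling 20 min, ice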
M1AAP inhibition: P. falciparum M1AAP inhibitors, biochemical, fluorogenic H-Leu-NHMec substrate, 1536-well (AID 1445) | recombinant M1AAP, H-Leu-NHMec fluorogenic kinetic assay; higher % means a stronger effect | actives 0.42% (n = 220,000) | inhibition, % at 30 µM, or IC50 in µM where a hit was titrated;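 active = primary inhibition above the hit cutoff, then over 50% inhibition at one or more dose response concentrations, cut at about 23% in these data, passing the limit was not always enough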;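 note: plate controls were DMSO full reaction for no effect and no enzyme background for full effect; strong numbers were not always called active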
P. falciparum M17LAP: P. falciparum M17LAP inhibitors, primary screen, biochemical, fluorogenic H-Leu-NHMec substrate, 1536-well (AID 1619); recombinant M17LAP, H-Leu-NHMec fluorogenic kinetic assay; higher % means a stronger effect; one-dose inhibition, % at 30 µM; IC50 in µM for titrated hits; actives 0.38% (n = 220,000);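 active = compound inhibiting the enzyme by more than half at any dose during confirmatory dose-response retesting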;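 note: plate controls were full reaction with DMSO carrier for no effect and no enzyme background for full effect; strong numbers were not always called active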
WT yeast gro inh mutant strain: also measured in WT yeast gro inh; calls as there; inhibition, %; mitochondrial fusion phenotypic screen, mutant strain inhibition
Dynein cargo inh cytoplasmic EGFP: recorded beside Dynein cargo inh, whose call it bears; z-score; measured here: cytoplasmic GR-EGFP intensity; hits give high values
Dynein cargo inh nuclear GR-EGFP: recorded beside Dynein cargo inh, whose call it bears; z-score; measured here: nuclear GR-EGFP intensity;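 lower value marks the stronger effect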
Dynein cargo inh cell count: also measured in Dynein cargo inh; calls as there; z-score; measured here: cell count per field
bCat nuc transl cell count 5 µM: also measured in bCat nuc transl; calls as there; cell count; measured here: cell count, cytotoxicity flag
T cell modulator vesicle-bound %: second read-out of T cell modulator, no call of its own (marks repeat the call); double positive events, %; measured here: CD8+ vesicle-bound cell fraction;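 binding gate set so that unloaded-vesicle control wells show 10% double positive cells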
MT stabilizer Hoechst-high %: second read-out of MT stabilizer, no call of its own (marks repeat the call); % Hoechst-high responders; measured here: nuclear condensation Hoechst responders;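 share of cells brighter than vehicle mean plus two SD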
MT stabilizer cytotoxicity %: further read-out of MT stabilizer, marked with its call; toxicity, %; measured here: cytotoxicity by cell density;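 0% = mean cell density of plate MIN control wells and 100% = no cells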
Autophagy mod cell loss 18 h: also measured in Autophagy mod; calls as there; toxicity, %; measured here: cell loss, nuclei count;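 cell loss after 18 h compound exposure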
* hit, by the source's call; i = inactive; x = no result given.

SMILES	MT stabilizer	MT stabilizer Hoechst-high %	MT stabilizer cytotoxicity %	Dynein cargo inh	Dynein cargo inh cytoplasmic EGFP	Dynein cargo inh nuclear GR-EGFP	Dynein cargo inh cell count	Yfh1-depleted yeast	bCat nuc transl	bCat nuc transl cell count 5 µM	Autophagy mod	Autophagy mod cell loss 18 h	WT yeast gro inh	WT yeast gro inh mutant strain	T cell modulator	T cell modulator vesicle-bound %	M1AAP inhibition	P. falciparum M17LAP
NC(=O)c1cn(-c2ccccc2)nc1-c1cc2ccccc2oc1=O	2.7	1.3	5.6	2.7	0.72	2.3	-0.12	i	1.3	1144	x	x	10	-5	i	26	13%	0%
CCCC12CN3CCN(CC(C3)/C1=N\NC(=O)c1ccc(C(C)(C)C)cc1)C2	2.6	2.6	11	0.0013	-0.23	0.2	0.38	i	-0.2	1071	i	-8	98*	8.9*	i	36	4%	-3%
Cc1ccc([N+](=O)[O-])cc1NC(=O)c1ccc(CSc2ccccc2)cc1	6.0	2.1	9.6	-0.91	-0.059	-0.43	-0.63	i	0.9	1100	i	-7	7	2	i	55	3%	-9%
CCOC(=O)C1(Cc2cccc(F)c2)CCN(C(=O)C2CCCO2)CC1 (stereo unspecified)	5.1	3.0	7.5	2	-0.26	0.89	-0.39	i	-0.6	1184	i	-31	6	3	i	46	3%	-6%
c1ccc2c(c1)ncn2Cc1nnc2sc(-c3ccc4c(c3)OCO4)nn12	1.1	2.5	13	-1.4	-0.15	-0.55	0.24	i	2.5	1388	i	43	-1	21	i	64	7%	0%
CCOC(=O)C1CCN(C(=O)C2CCN(S(=O)(=O)N3CCCC3)CC2)CC1	4.9	3.9	9.8	-0.49	-0.062	-0.042	0.32	i	0.7	1436	i	0	-12	-8	i	25	1%	-6%
CCCc1c(C(=O)Nc2ccc(C(F)(F)F)cc2)cnn1-c1ccccc1	x	x	x	-0.017	-0.27	-0.27	0.38	i	-0.3	1121	x	x	x	x	i	16	2%	-9%
O=C(O/N=C1\CCCc2ccccc21)C1CC1	2.0	2.4	5.7	0.14	-0.21	-0.48	0.04	i	-0.6	1094	i	-1	5	3	i	22	2%	1%
CCNC(=O)C/C(C)=N/NC(=O)C(=O)Nc1ccc(CC)cc1	2.8	2.0	5.9	-0.32	-0.35	-0.14	0.9	i	2.3	1021	i	12	2	10	i	44	2%	23%
Clc1ccccc1CN1CCC(Cc2ccccc2)CC1	6.5	1.8	6.6	0.11	-0.13	-0.033	0.26	i	0.9	1050	i	14	29	28	i	12	-8%	4%
CC1CN(c2nc(-c3ccccc3)nc3ccccc23)CC(C)O1 (stereo unspecified)	3.2	1.7	3.9	0.1	-0.3	-0.74	0.88	i	x	x	i	-10	-6	1	i	36	7%	4%
Cc1nn(C)c(C)c1NC(=O)c1ccc(Cl)cc1	1.5	1.5	8.0	0.92	-0.0014	0.51	0.16	i	2.9	985	i	10	3	7	i	34	4%	10%
CC1(C)C2CCC1(C)C(OC(=O)CNc1ccccc1)C2 (stereo unspecified)	x	x	x	0.51	-0.11	0.38	-0.5	i	-0.4	1263	x	x	x	x	i	31	3%	4%
Cc1ccccc1NC(=O)COC(=O)c1c[nH]c(=O)[nH]c1=O	6.4	2.2	2.2	2.3	-0.14	1.7	-1.4	i	0.0	1590	i	5	10	0	i	55	0%	-4%
C=CCn1c(SCC(N)=O)nc(C)cc1=O	3.7	1.6	8.5	-1.1	-0.16	-0.53	0.035	i	0.5	1152	i	-5	61*	16*	i	47	0%	0%
COCC(C)NC(=O)c1oc2c(c1C)C1(CCC2)SCCS1 (stereo unspecified)	3.8	2.7	3.5	-0.45	-0.33	-0.62	0.62	i	-1.5	555	i	9	3	-9	i	44	3%	-7%
COc1ccc(N2CCN(S(=O)(=O)c3ccc(Cl)c(C(F)(F)F)c3)CC2)cc1	3.4	1.9	2.4	0.095	-0.22	0.14	0.51	i	-0.3	1100	i	3	-7	-19	i	16	4%	3%
COc1ccc(-c2ccc(S(=O)(=O)N3CCOCC3)cc2)cc1	3.5	1.6	6.6	0.58	-0.21	0.15	0.53	i	x	x	i	2	6	21	i	55	5%	-9%
c1ccc(CNc2ncnc3c2cnn3-c2ccccc2)cc1	54*	37*	63*	0.3	-0.2	0.31	-0.6	i	12	1029	i	12	3	15	i	50	4%	1%
O=C(Nc1ccccc1)N1CCCc2ccccc21	5.1	2.4	7.2	0.41	0.18	0.69	-0.95	i	3.8	1208	i	-18	7	-5	i	44	0%	-10%

Copied from the list.
In Dynein cargo inh cell count, `COc1ccc(N2CCN(S(=O)(=O)c3ccc(Cl)c(C(F)(F)F)c3)CC2)cc1` has 0.51
In MT stabilizer Hoechst-high %, `CCCC12CN3CCN(CC(C3)/C1=N\NC(=O)c1ccc(C(C)(C)C)cc1)C2` has 2.6

Continued.
SMILES	MT stabilizer	MT stabilizer Hoechst-high %	MT stabilizer cytotoxicity %	Dynein cargo inh	Dynein cargo inh cytoplasmic EGFP	Dynein cargo inh nuclear GR-EGFP	Dynein cargo inh cell count	Yfh1-depleted yeast	bCat nuc transl	bCat nuc transl cell count 5 µM	Autophagy mod	Autophagy mod cell loss 18 h	WT yeast gro inh	WT yeast gro inh mutant strain	T cell modulator	T cell modulator vesicle-bound %	M1AAP inhibition	P. falciparum M17LAP
COc1ccc(OC)c(C2C(C#N)=C(N)Oc3c2c(C)nn3-c2ccc(C)cc2)c1 (stereo unspecified)	3.8	1.5	4.8	-0.61	-0.24	0.001	0.61	i	-0.9	997	i	-41	-11	-5	i	44	8%	2%
CN(C)/C=C(/C(=O)c1ccccc1Cl)S(=O)(=O)c1ccccc1	3.3	2.6	6.0	-0.0091	-0.22	-0.31	1.1	i	x	x	i	-23	x	x	i	13	x	x
CN(C(=O)CSc1nnnn1-c1ccc(O)cc1)C1CCS(=O)(=O)C1 (stereo unspecified)	2.9	1.6	3.0	-0.034	-0.29	0.55	-0.26	i	-2.0	1162	i	29	9	-9	i	55	-1%	-5%
COc1ccc(OC)c(C2=NOC(C(=O)NCCN3CCOCC3)C2)c1 (stereo unspecified)	1.7	0.3	25	0.6	-0.27	0.64	0.049	i	-0.8	1042	i	-1	15	-10	i	59	6%	-7%
CCOc1ccc2[nH]c(=O)c(CN(CC3COCCO3)C(=O)C3CC3)cc2c1 (stereo unspecified)	4.3	3.5	6.4	0.52	-0.31	0.15	0.22	x	-2.7	1163	i	-5	16	3	i	25	1%	-3%
COCCN1C(=O)c2ccccc2C(C(=O)NCCCN2CCCC2)C1c1c[nH]c2ccccc12 (stereo unspecified)	2.9	1.1	3.4	0.18	-0.25	0.45	0.92	i	2.6	1121	i	25	-8	13	i	16	1%	5%
CCOC(=O)C1=C(CC)Nc2ccccc2N=C1NC(=O)c1ccc(S(=O)(=O)N2CCCC2)cc1	5.8	3.1	5.2	0.22	-0.31	0.58	-0.019	i	-3.1	1041	i	-6	-9	3	i	48	0%	-4%
O=C(Nc1cc([N+](=O)[O-])ccc1F)c1cccs1	1.2	4.2	1.3	-0.93	-0.26	-0.58	0.41	i	-4.5	559	i	3	5	-10	i	47	1%	-8%
Cc1ccc(OCC(=O)N2c3ccccc3CC2C)c([N+](=O)[O-])n1 (stereo unspecified)	2.2	2.4	6.5	-0.058	-0.26	0.096	0.64	i	0.9	1084	i	-5	-14	4	i	39	7%	15%
O=C(Nc1nccs1)c1cccc(NC(=O)c2ccco2)c1	2.1	1.6	0.8	1.2	-0.23	0.46	0.17	i	-2.2	489	i	-1	-5	5	i	12	8%	10%
Clc1ccccc1-c1nc(-c2ccccc2)n[nH]1	1.6	1.8	7.2	-0.46	-0.22	-0.3	1.4	i	-0.2	1334	i	-1	28	-8	i	17	2%	-2%
COc1cccc(C(C(=O)NC(C)(C)C)N(CCC(C)C)C(=O)CCC(=O)Nc2cc(C)on2)c1OC (stereo unspecified)	3.5	1.3	6.5	0.25	-0.34	-0.5	1	i	-0.5	1469	i	-2	13	-16	i	50	4%	2%
O=C(NCCc1ccccc1)C1CCN(S(=O)(=O)c2ccc(-n3cnnn3)cc2)CC1	2.8	2.4	2.4	1.6	-0.036	1	-1.9	i	-3.2	915	i	9	13	18	i	59	-2%	12%

3 compounds from above, limited to Dynein cargo inh cytoplasmic EGFP.
molecule | Dynein cargo inh cytoplasmic EGFP
COc1ccc(OC)c(C2C(C#N)=C(N)Oc3c2c(C)nn3-c2ccc(C)cc2)c1 (stereo unspecified) | -0.24
O=C(Nc1cc([N+](=O)[O-])ccc1F)c1cccs1 | -0.26
COCCN1C(=O)c2ccccc2C(C(=O)NCCCN2CCCC2)C1c1c[nH]c2ccccc12 (stereo unspecified) | -0.25
